Lipid storage S3 – qHTS Assay for Lipid Storage Modulators in Drosophila S3 Cells; AID 2685; lipid storage change, negative = inhibition, % at the top dose, mostly 46.1 µM; hits show Potency in µM; Drosophila S3 cells, BODIPY lipid droplet fluorescence, 18-24 h; cells fed with added oleic acid; 0.64% of 320,000 active; active = well fitted inhibition curve with a large enough effect in the signal ratio, with a control signal flat, not every such curve was filed as active; inconclusive = small, poorly fitted or top-dose-only effect, or effect the other way, or a change in a side signal; the % refers to the signal ratio
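Laser-scanning cytometry quantifies lipid droplet accumulation (500–530 nm total intensity; droplet/cell object ratio) in oleic acid-fed (400 uM added) Drosophila S3 cells treated with a concentration series. 20 uM Triacsin C defined 100% inhibition.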
Lipid storage S3 cell count max – further read-out of Lipid storage S3, marked with its call; cell number change, %; measured here: cell count max response;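 cells counted by Cell Tracker Red CMTPX staining in the red channel; peak over a dose series mostly up to 46.1 µM; percent activity relative to internal control wells on each plate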
* hit, by the source's call; i = inactive; ? = inconclusive; . = no result given; [ ] = remark or other dose. % is scaled to controls: 0 for no effect and ±100 for the full control effect; potency is read from the fitted curve at half-maximal effect. The list is partial. The share of hits here may be higher or lower than overall.

Start of the data: the first 2 entries, to show the layout:
SMILES | Lipid storage S3 | Lipid storage S3 cell count max
CCOC(=O)N1CCN(C(=O)CCSCCc2ccncc2)CC1 | ? | .
COc1ccc2cc(C(=O)/C=C/c3cc(OC)c(O)c(OC)c3)ccc2c1 | ? | .

Results, previewed entries included:
SMILES | Lipid storage S3 | Lipid storage S3 cell count max
CCOC(=O)N1CCN(C(=O)CCSCCc2ccncc2)CC1 | ? | .
COc1ccc2cc(C(=O)/C=C/c3cc(OC)c(O)c(OC)c3)ccc2c1 | ? | .
O=C(CCc1nnc2n(Cc3ccccc3Cl)c(=O)c3ccccc3n12)NCCCN1CCOCC1 | ? | .
COC(=O)C1C(=O)CC(C)(O)C(C(=O)OC)C1/C=C/c1ccccc1 (stereo not drawn) | -9% | -6
Cc1cc(C)n(C(=O)c2ccc(Cn3nc(C)c(Br)c3C)o2)n1 | ? | .
CC(C)Oc1ccc(OCCSc2nc3ccccc3n2CC(=O)O)cc1 | ? | .
CCCCn1c(N)c(N(CC(C)C)C(=O)c2cccc(S(=O)(=O)N3CC(C)OC(C)C3)c2)c(=O)[nH]c1=O (stereo not drawn) | ? | .
COc1cc(C(=O)Nc2ccccc2SCc2cc(=O)n3nc(C)sc3n2)cc(OC)c1OC | i | .
Cc1ccc(Nc2nnc(C)c(=O)[nH]2)cc1 | ? | .
O=C(c1ccc(N2C(=O)C3C4c5ccccc5C(c5ccccc54)C3C2=O)cc1)N1CCOCC1 (stereo not drawn) | ? | .
C(=N\N1CCN(Cc2ccccc2)CC1)/c1ccc(-c2ccccc2)cc1 | ? | .
COc1cccc(NC(=O)C(=O)c2cn(CC(=O)N3CCCC3)c3ccccc23)c1 | ? | .
CC(=O)Oc1ccc(N(c2ccccc2)S(=O)(=O)c2ccc(C)cc2)cc1 | 0% | 10
COC(=O)Cc1ccc(NC(=S)N2CCN(c3ccc(F)cc3)CC2)cc1 | 5% | -4
CC(/C=N/Nc1nc(C)cc(=O)[nH]1)=C\c1ccccc1 | ? | .
Cc1ccc(C(=O)NC(c2ccccc2)C(Cl)Cl)cc1 (stereo not drawn) | -2% | -4
COc1cc(NC(=O)C2CCN(S(=O)(=O)c3ccc(Cl)cc3)CC2)ccc1-n1cnnn1 | i | 10
C=CCn1c(SCC(=O)c2ccc(Cl)cc2)nnc1-c1ccc2c(c1)OCO2 | ? | .
CCC1=Nc2cc(C(=O)NCc3ccco3)ccc2Sc2ccc(C)cc21 | ? | .
Cc1cc(N2CCOCC2)nc2ccc(NC(=S)N3CCN(Cc4ccccc4)CC3)cc12 | ? | .
OCCNc1nc(SCc2ccccc2)nc2sc3c(c12)CCC3 | ? | .
CC(C)CCc1c(O)nc(SCC(C)C)[nH]c1=O | ? | .
CSc1ccc(S(=O)(=O)NC2CC3CCC2C3)cc1 (stereo not drawn) | i | -3
Cc1cc(N2CCCC2)ccc1/C=C1\NC(=S)N(C)C1=O | ? | .
CCOC(=O)N1N=C(c2ccc(OC)cc2)CC1(O)C(F)(F)F (stereo not drawn) | -2% | -2
COc1ccc([C@H]2CC(=O)C=C(c3cc(C)ccc3F)C2)cc1 | i | -21
O=C(CSC1=NCCS1)Nc1nc(-c2ccccc2)cs1 | -28% | -22
O=C(NCc1ccccc1Cl)C(=O)NCC1OCCN1S(=O)(=O)c1ccc(F)cc1 (stereo not drawn) | 12% | 0
CCOc1cc2[nH]c(=S)n(CC3CCCN3CC)c(=O)c2cc1OCC (stereo not drawn) | -1% | -1
CC(C#CCN1CCCCC1)OCCOCc1ccccc1 (stereo not drawn) | 24% | -8
NCCCn1c(C(=O)c2cc(Cl)c(N)c(Cl)c2)c2ccccc2[n+]1[O-] | ? | .
S=C(NCCCc1ccccc1)Nc1ccc(Br)cc1 | ? | .
CC(C)c1ccc2[nH]c3nc(SCC(=O)NC4CC4)nnc3c2c1 | 0.65µM* | 8.7*
Cc1ccccc1C(=O)N1CCN(c2ccc(N3CCOCC3)nn2)CC1 | ? | .
Cc1nc(N)sc1N=Nc1c(C)n(C)n(-c2ccccc2)c1=O | ? | .
CCCCOc1ccc(C(=O)NCC(=O)NCC(c2ccc(F)cc2)N2CCOCC2)cc1 (stereo not drawn) | -1% | .
CC(=O)CCC(=O)N1CCC(n2nccc2NC(=O)c2ccccc2C)CC1 | -22% | -15
Cc1cc(C)n(/N=C/c2ccco2)c(=O)c1C#N | ? | .
CC(C)c1ccc(NC(=O)C2CCN(S(C)(=O)=O)CC2)cc1 | ? | .
CC12CN(C(=S)Nc3ccccc3)CC(C)(CN(C(=S)Nc3ccccc3)C1)C2=O | ? | .
O=C(Nc1ccc(Cl)cn1)c1ccc([N+](=O)[O-])o1 | ? | .
COc1ccc(NC(=O)c2cccs2)c([N+](=O)[O-])c1 | 20% | -12
Cn1c(=O)oc2cc(S(=O)(=O)N3CCC4(CC3)OCCO4)ccc21 | -3% | 14
CC(=O)N1c2ccc(C)cc2C(c2ccccc2)CC1C (stereo not drawn) | -17% | 5
COc1ccc(-c2csc(Cc3nnc4n3CCCCC4)n2)cc1 | i | -16
COC(=O)C(=C/C(C)=C/c1cccnc1)C(=O)OC | ? | .
COc1ccccc1-c1nnc(SCC(=O)Nc2ccc3[nH]c(=O)[nH]c3c2)n1N | ? | .
Cc1cc(C)c(S(=O)(=O)N2CCCC(C(=O)N3CCOCC3)C2)c(C)c1 (stereo not drawn) | ? | .
CN1CCc2cc(O)c(O)cc2C(c2ccccc2)C1 (stereo not drawn) | -1% | 3
CCN(CC)C(=O)CSc1nc(O)cc(=O)n1C | ? | .
COc1ccccc1/C=C1\N=C(C(C)(C)C)OC1=O | ? | .
Cc1ccc(-c2c[n+](CC(=O)Nc3ccccc3C)c3n2CCC3)cc1 | 0% | 8
CCOC(=O)C1CCN(C(=O)CCc2c(C)nc3c(-c4ccc(F)cc4)c(C)nn3c2C)CC1 | 7% | 9
Cc1cccc(CSCCNC(=O)c2ccc(N(C)S(=O)(=O)c3ccccc3)cc2)c1 | ? | .
CS(=O)(=O)N1CCCC(C(=O)Nc2ccccc2Cl)C1 (stereo not drawn) | -13% | 5
CCOc1ccccc1N(CC(=O)Nc1ccccc1C(=O)N1CCCC1)S(C)(=O)=O | i | -14
O=[N+]([O-])c1ccc(Cl)c(CN2CCN(c3ncccn3)CC2)c1 | ? | .
CCc1ccc2oc(=O)cc(CN(C)Cc3ccccc3)c2c1 | ? | .
COc1cc(OC)c(C(=O)COc2ncnc3ccccc23)c(OC)c1 | 16% | 9
COc1ccc(S(=O)(=O)NCCSCc2cccc(C)c2)cc1Br | ? | .

(cont.)
SMILES | Lipid storage S3 | Lipid storage S3 cell count max
O=C(Nc1ccc(Cl)cc1)OCc1cc(-c2ccccc2Cl)on1 | ? | .
Cc1cc(C)nc(SCCn2c(N3CCCCC3)nc3c2c(=O)n(C)c(=O)n3C)n1 | ? | .
CC(=O)c1ccc(N2CCN(S(=O)(=O)c3c(C(=O)N4CCCC4)c(C)n(C)c3C)CC2)cc1 | 21% | 2
COc1ccc(C(=O)Nc2nnc(SCC(=O)NC3CCCC3)s2)c(OC)c1 | 12% | 14
COc1cc(CN2CC(=O)N(c3ccc(C)c(Cl)c3)C2=S)cc(OC)c1OC | ? | .
CCOC(=O)[C@@H]1[C@H]2COc3ccc(Br)cc3[C@H]2N2C(=O)N(c3ccc(F)cc3)C(=O)[C@]12C | ? | .
CCOc1ccc(C(C(=O)NC2CCCCC2)N(C(=O)c2csnn2)C2CC2)cc1 (stereo not drawn) | ? | .
Cc1nc(N[C@@H](Cc2c[nH]c3ccccc23)C(=O)O)c2oc3ccccc3c2n1 | ? | .
CCOc1ccccc1NC(=S)NC(=O)c1ccco1 | ? | .
CSc1ncnc2c1cnn2-c1ccc(C)cc1C | 4% | -12
Cn1c(=O)c2c(nc(CN3CCc4ccccc4C3)n2Cc2ccccc2)n(C)c1=O | ? | .
CC1CC(C)CN(C(=O)C(NS(=O)(=O)c2ccc(Br)s2)c2ccccc2)C1 (stereo not drawn) | 3% | 4
Cc1ccc(-n2nc3c(=O)n(CC(=O)NCCC4=CCCCC4)nc(C)c3c2C)cc1 | ? | .
COc1cc(C2C(C#N)=C(N)N(c3sc4c(c3C#N)CCCC4)C3=C2C(=O)CC(C)(C)C3)cc(OC)c1OC (stereo not drawn) | 0% | -18
CCn1nc(C)c(CN2CCCC(CNS(=O)(=O)c3ccc(OC)cc3)C2)c1C (stereo not drawn) | i | -14
O=C(CSc1nnc(-c2ccncc2)o1)Nc1nncs1 | ? | .
COC(=O)c1[nH]c2ccc(Br)cc2c1NC(=O)CN1CCN(C2CCCCC2)CC1 | ? | .
O=[N+]([O-])c1cc(CN2CCN(c3cccc(C(F)(F)F)c3)CC2)c2cccnc2c1O | 4% | 2
O=C(Nc1ccccc1)/C(=C/c1ccccc1)NC(=O)c1ccco1 | -16% | -21
Oc1ccc(-c2n[nH]c(=S)n2Cc2ccccc2)cc1 | i | .
O=C(Nc1nc2ccccc2s1)Nc1ccc(F)cc1F | ? | .
COc1cccc(C(C(=O)NC2CCCC2)N(C(=O)CNC(=O)c2ccco2)c2cccnc2)c1 (stereo not drawn) | ? | .
CCSc1nnc(NC(=O)CSc2nc3c(c(=O)n2CCOC)SC(C)C3)s1 (stereo not drawn) | ? | .
Clc1ccc(SCCCCn2ccnc2)cc1 | ? | .
O=C(c1ccc(S(=O)(=O)c2ccccc2Cl)c([N+](=O)[O-])c1)N1CCN(Cc2ccccc2)CC1 | ? | .
COc1n[nH]c2nncnc12 | 3% | .
COc1ccc(CN(C)S(=O)(=O)c2c(C)noc2C)cc1OC | 15% | -11
CC(C)C(NS(=O)(=O)c1ccc2c(c1)oc(=O)n2C)C(=O)N1CCN(Cc2ccccc2)CC1 (stereo not drawn) | 7%[9.22 µM] | 6
CN1CCN(C(=O)c2cc(-c3ccccc3)on2)CC1 | -5% | -15
CCCC(=O)c1c(C)c2ccccc2n1C | 21% | 4
COC(=O)CSc1nc2cc(C)cc(C)c2cc1C#N | 4% | -2
CCOc1cc(/C=C(/C#N)c2ccc(Cl)cc2)cc(Cl)c1OCC(=O)O | -11% | -3
CC(C)NS(=O)(=O)c1ccc(NC(=O)Cc2cccs2)cc1 | -28% | 9
COc1ccc(CCNC(=O)c2ccc(CN3CCC(Cc4ccccc4)CC3)cc2)cc1OC | ? | .
Cc1ccc(-c2ccc(/C=C3/NC(=O)NC3=O)o2)cc1[N+](=O)[O-] | ? | .
CCN(CC)CCN(CC(=O)N(C1CCCCC1)C1CCCCC1)C(=O)c1cccnc1 | 19% | 10
O=c1cc(CSCc2ccc(Cl)cc2)[nH]c(=O)[nH]1 | -2% | -2
CN(/N=C/Cc1nnnn1-c1ccc(Cl)cc1)c1ccccc1 | 18% | -4
CCCn1nc(C(=O)N2CC(=O)Nc3ccccc32)c2ccccc2c1=O | ? | .
Cc1cccc(C2CC(c3ccc(Br)cc3)Nc3nc(N)nn32)c1 (stereo not drawn) | ? | .
C#CCOc1ccc(Br)cc1/C=N/O | ? | .
CCOC(=O)[C@@H]1CCNC[C@@H]1c1ccccc1 | 3% | -10
COc1ccc(Cc2nnc(SCC(=O)c3ccc4c(c3)NC(=O)CO4)o2)cc1 | ? | .
CCN(c1ccccc1)S(=O)(=O)c1ccc(OC)c(NC(=O)Cc2ccccc2OC)c1 | ? | .
COc1ccc(-c2ccc(SCc3cccnc3)nn2)cc1OC | ? | .
O=C(Nc1ccc2cn[nH]c2c1)c1ccc(Cl)c(S(=O)(=O)N2CCOCC2)c1 | ? | .
O=C(CC(NC(=O)OCc1ccccc1)C(=O)O)OCc1ccccc1 (stereo not drawn) | ? | .
COc1ccc(-c2nnn(CC(=O)N(CCCO)C(C(=O)NC3CCCC3)c3ccncc3)n2)cc1 (stereo not drawn) | 4% | 10
Cc1c(CCC(=O)NCC(=O)NCC(=O)O)c(=O)oc2cc3oc4c(c3cc12)CCCC4 | ? | .
O=C(Nc1ccccc1)C1=C[C@H](C2CC2)C[C@H](OCCCCO)O1 | 2% | -11
CCOC(=O)C1CCCN(C(=O)c2cc3ccc(OC)cc3[nH]2)C1 (stereo not drawn) | 16% | -21

16 entries from above, with values under each structure:
Each structure is followed by: Lipid storage S3, Lipid storage S3 cell count max
CC(C)NS(=O)(=O)c1ccc(NC(=O)Cc2cccs2)cc1
→ -28%, 9
COc1ccc(CCNC(=O)c2ccc(CN3CCC(Cc4ccccc4)CC3)cc2)cc1OC
→ ?, .
Cc1ccc(-c2ccc(/C=C3/NC(=O)NC3=O)o2)cc1[N+](=O)[O-]
→ ?, .
CCN(CC)CCN(CC(=O)N(C1CCCCC1)C1CCCCC1)C(=O)c1cccnc1
→ 19%, 10
O=c1cc(CSCc2ccc(Cl)cc2)[nH]c(=O)[nH]1
→ -2%, -2
CN(/N=C/Cc1nnnn1-c1ccc(Cl)cc1)c1ccccc1
→ 18%, -4
CCCn1nc(C(=O)N2CC(=O)Nc3ccccc32)c2ccccc2c1=O
→ ?, .
Cc1cccc(C2CC(c3ccc(Br)cc3)Nc3nc(N)nn32)c1 (stereo not drawn)
→ ?, .
C#CCOc1ccc(Br)cc1/C=N/O
→ ?, .
CCOC(=O)[C@@H]1CCNC[C@@H]1c1ccccc1
→ 3%, -10
COc1ccc(Cc2nnc(SCC(=O)c3ccc4c(c3)NC(=O)CO4)o2)cc1
→ ?, .
CCN(c1ccccc1)S(=O)(=O)c1ccc(OC)c(NC(=O)Cc2ccccc2OC)c1
→ ?, .
COc1ccc(-c2ccc(SCc3cccnc3)nn2)cc1OC
→ ?, .
O=C(Nc1ccc2cn[nH]c2c1)c1ccc(Cl)c(S(=O)(=O)N2CCOCC2)c1
→ ?, .
O=C(CC(NC(=O)OCc1ccccc1)C(=O)O)OCc1ccccc1 (stereo not drawn)
→ ?, .
COc1ccc(-c2nnn(CC(=O)N(CCCO)C(C(=O)NC3CCCC3)c3ccncc3)n2)cc1 (stereo not drawn)
→ 4%, 10

Screening data deposited in PubChem by National Center for Advancing Translational Sciences (NCATS).
